GSK3 alpha inh – blocks human GSK-3 alpha kinase. P49840. ADP-Glo luminescence, 60 min. inhibition, % at 10 µM. hit rate 0.1% among 320,000;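 in the data active = inhibition above about 50%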;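 note: GST-tagged GSK-3 alpha with peptide substrate and 25 µM ATP; 0% = DMSO neutral wells and 100% = GW8510 positive control wells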
Target sequence (P49840 whole entry, looked up): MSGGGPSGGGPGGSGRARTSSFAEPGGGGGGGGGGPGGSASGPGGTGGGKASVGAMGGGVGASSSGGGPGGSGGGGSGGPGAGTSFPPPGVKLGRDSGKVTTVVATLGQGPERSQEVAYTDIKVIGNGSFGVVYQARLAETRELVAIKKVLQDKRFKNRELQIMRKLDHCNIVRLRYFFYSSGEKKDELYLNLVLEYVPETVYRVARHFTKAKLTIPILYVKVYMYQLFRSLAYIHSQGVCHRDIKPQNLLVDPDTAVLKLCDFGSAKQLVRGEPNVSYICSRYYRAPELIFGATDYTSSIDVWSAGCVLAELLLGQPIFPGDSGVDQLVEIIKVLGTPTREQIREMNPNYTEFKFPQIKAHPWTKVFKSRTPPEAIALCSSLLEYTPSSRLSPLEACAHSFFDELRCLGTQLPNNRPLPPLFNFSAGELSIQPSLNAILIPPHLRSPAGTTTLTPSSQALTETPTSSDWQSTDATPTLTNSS
Numbers without * were called inactive.

GSK3 alpha inh	compound
9	Cc1cc(NC(=O)CN2C(=O)NC(c3ccccc3)(c3ccc(C)c(C)c3)C2=O)no1 (stereo not drawn)
1	CSCC[C@@H](C(=O)NCCCCCCCCCCC(=O)N1CCN(C(=O)OC(C)(C)C)CC1)n1cc(CCO)nn1
2	O=C(OCc1nnn(Cc2ccccc2)c1-c1c(COC(=O)c2ccccc2)nnn1Cc1ccccc1)c1ccccc1
3	COC(=O)[C@]1(Cc2ccccc2)N[C@H](CN(C)S(=O)(=O)c2ccc(C(C)(C)C)cc2)[C@@H]2C(=O)N(Cc3ccccc3)C(=O)[C@@H]21
-2	CC[C@@H]1CCCCc2ccccc2[C@@H](C(=O)C[C@@H](O)CC(C)=O)OC1=O
-4	O=C(CN1c2cccc3cccc(c23)S1(=O)=O)N1CCN(c2ccccc2)CC1
0	CC1CCCCC1NC(=O)CCCN1C(=O)c2ccccc2C1=O (stereo not drawn)
-1	CC(C(=O)N1CCCC1)N1CCN(S(=O)(=O)c2ccccc2)CC1 (stereo not drawn)
-4	O=C(CSc1nc2ccccc2[nH]1)Nc1ccc2[nH]c(=O)[nH]c2c1
-4	O=C(COC(=O)CCC1CCCC1)Nc1ccccc1Br
-2	COCc1c(C(=O)OCc2nnc(-c3ccc([N+](=O)[O-])cc3)o2)oc2ccccc12
-9	CCOC(=O)C1=C(C)Nc2ccccc2N/C1=N\S(=O)(=O)c1ccc(Cl)cc1
0	CN(C(=O)CSc1nc2ccccc2n1C)C1CCS(=O)(=O)C1 (stereo not drawn)
-2	N#CC1(NC(=O)CSc2nnc(Nc3ccccc3F)s2)CCCC1
-2	CN(C(=O)c1cccc(NC(=O)Cc2cccc([N+](=O)[O-])c2)c1)C1CCCCC1
-1	Cc1ccc(C(=O)COC(=O)[C@@H](NC(=O)c2ccco2)C(C)C)s1
-2	O=C(COC(=O)/C=C/c1ccccc1)NCc1ccc2c(c1)OCO2
7	O=C(Nc1ncnc2c1C(c1ccccc1)c1c(ccc3ccccc13)O2)c1ccccc1 (stereo not drawn)
3	O=C(CSc1nncs1)NNC(=O)c1ccco1
1	COc1ccc(CC(=O)Nc2cccc(S(=O)(=O)N3CCCC3)c2)cc1OC
-6	O=S(=O)(Nc1ccccc1N1CCOCC1)c1c(F)cc(F)cc1Br
0	CC(=O)c1c(C)[nH]c(C(=O)OCC(=O)c2ccc(C)s2)c1C
-6	Cc1ccc(NC(=O)C2CC2)cc1S(=O)(=O)N1CCOCC1
1	CCCNC(=O)C(Cc1ccc(I)cc1)NC(=O)c1ccc2ccccc2n1 (stereo not drawn)
-3	Cc1cc(NC(=O)CN2C(=O)NC(CC(C)C)C2=O)ccc1Br (stereo not drawn)
2	O=C(COC(=O)C(Cc1ccccc1)NC(=O)c1cccs1)NCc1ccccc1 (stereo not drawn)
-2	CCC[C@@H](O)c1cc2cc(OC)c(OC)cc2c(=O)o1
-4	CCOC(=O)C1=C(COC(=O)/C=C/c2ccc(C)o2)NC(=O)NC1C (stereo not drawn)
4	O=C(CSc1nnc2ccccn12)NNC(=O)c1cccc([N+](=O)[O-])c1
-1	Cc1noc(C)c1NC(=O)N(C)C[C@H]1Oc2ccc(NS(=O)(=O)c3ccc(F)cc3)cc2C(=O)N([C@H](C)CO)C[C@@H]1C
-2	CCCCC(=O)OCc1c(-c2cccc(OC)c2)ncc2ccccc12
-2	COc1ccccc1OCC(=O)NNC(=O)CSC(=S)N1CCCC1
0	N#CCCN(C(=O)COC(=O)CCc1nc2ccccc2c(=O)[nH]1)c1ccc(F)cc1
-2	CC(Sc1ccccn1)C(=O)NC1CCCC1 (stereo not drawn)
2	COc1ccccc1-n1cnnc1SCC(=O)NC1CCCC1
-1	Cc1ccccc1NC(=O)Cc1nc(COC(=O)COc2ccccc2C(C)C)cs1
2	COc1cc2cncc(Cc3ccc(Cl)cc3)c2cc1OC
-4	O=C1C=C(c2ccccc2)C[C@@H](c2ccc3c(c2)OCO3)C1
-2	COc1ccc(-c2cc3onc(-c4c(Cl)cccc4Cl)c3c(=O)n2C)cc1
0	Nn1c(SCC(=O)NC2CCS(=O)(=O)C2)nc2scc(-c3ccccc3)c2c1=O (stereo not drawn)
0	C/C(N)=C(/C#N)C(=O)COC(=O)C1CCN(S(=O)(=O)c2cccs2)CC1
-3	CN(CC(=O)Nc1ccccc1C(=O)Nc1ccccc1)C1CCCCC1
1	Cc1noc(C)c1C(=O)OC(C)C(=O)N(C)c1ccccc1 (stereo not drawn)
0	Cc1cc(C)c(CN2CCN(C(=O)Cn3cnc4c(OCc5ccccc5)ncnc43)CC2)c(C)c1
-1	Cc1ccc(S(=O)(=O)N(C)C[C@@H]2Oc3ccc(NC(=O)Cn4cnnn4)cc3C(=O)N([C@@H](C)CO)C[C@H]2C)cc1
1	COc1cccc(NC(=O)CN(C)C(=O)COc2ccccc2Cc2ccccc2)c1
-5	O=C(COC(=O)c1ccc(O)cc1)NC(c1ccccc1)c1ccccc1
2	Cc1ccc(C(=O)CCC(=O)NNC(=O)c2ccccc2O)cc1
1	CC(=O)c1cc2c(cc1NC(=O)CSc1ccc(S(=O)(=O)N(C)C)cn1)OCO2
-4	CCCN(CC(=O)Nc1cc(Cl)ccc1Cl)C(=O)/C=C/c1cc(OC)ccc1OC
-4	COc1cc2c(-c3ccc4cc[nH]c4c3)c(-c3ccsc3)oc(=O)c2cc1OC
-1	Cc1ccc(NC(=O)COC(=O)C2(CC(=O)NC(C)(C)C)CCCC2)cc1C
0	CCc1cc(C(=O)Nc2nnc(C3CC3)s2)sc1C
0	O=S(=O)(c1cccs1)N1CCN(CCOc2ccc(Cl)cc2)CC1
-3	CC1(C)S[C@@H]2[C@H](NC(=O)[C@H](N)c3ccccc3)C(=O)N2[C@H]1C(=O)OC1OC(=O)c2ccccc21 (stereo partly drawn)
-2	O=C1C=C(c2ccoc2)N2CCC[C@H]2C1
2	C=CC[C@H](CC(=O)N(CCO)Cc1ccccc1)C(=O)N[C@H](COC(=O)[C@@H](CC=C)CC(=O)OC(C)(C)C)Cc1ccccc1
0	O=C(CN1C(=O)NC2(CCOc3ccccc32)C1=O)NCCc1ccccc1 (stereo not drawn)
-7	CC(OC(=O)/C=C/c1ccccc1)C(=O)Nc1ccc2c(c1)OCCO2 (stereo not drawn)
3	Cc1cc(C)cc(NC(=O)C(c2ccccc2)N2CCN(CC(=O)NC3CC3)CC2)c1 (stereo not drawn)

2 consecutive records from above, for reference:
GSK3 alpha inh	compound
-7	CC(OC(=O)/C=C/c1ccccc1)C(=O)Nc1ccc2c(c1)OCCO2 (stereo not drawn)
3	Cc1cc(C)cc(NC(=O)C(c2ccccc2)N2CCN(CC(=O)NC3CC3)CC2)c1 (stereo not drawn)

Ordered by value in GSK3 alpha inh (smallest number first): some entries from above
canonical_smiles,GSK3 alpha inh
CC(OC(=O)/C=C/c1ccccc1)C(=O)Nc1ccc2c(c1)OCCO2 (stereo not drawn),-7
CC1(C)S[C@@H]2[C@H](NC(=O)[C@H](N)c3ccccc3)C(=O)N2[C@H]1C(=O)OC1OC(=O)c2ccccc21 (stereo partly drawn),-3
CCc1cc(C(=O)Nc2nnc(C3CC3)s2)sc1C,0

(list continues)
GSK3 alpha inh	compound
-1	CCCCN1C(=O)c2ccc(C(=O)OCC(=O)NCCc3ccc(S(N)(=O)=O)cc3)cc2C1=O
-1	CCOC(=O)C1CCN(C(=O)c2ccc(S(=O)(=O)Nc3ccccc3OC)cc2)CC1
-2	CC(=O)Nc1ccc(S(=O)(=O)NC(C)C(=O)NCC(c2ccco2)N2CCCCC2)cc1 (stereo not drawn)
-3	CCOc1ccccc1N1CCN(C(=O)c2ccccc2OCc2c(C)noc2C)CC1
1	CCC(=O)c1ccc(OCC(=O)OCC(=O)Nc2ccc3c(c2)OCCO3)cc1
-2	COc1cc(OC)cc(-c2c(-c3ccc(F)cc3)c3cc(-c4ccc(SC)cc4)ccc3n2C)c1
-2	CCOc1cc(N2CCOCC2)c(OCC)cc1NC(=O)c1cnccn1
21	CC12CCC(C1)C(C)(C)C2NS(=O)(=O)c1ccc(F)cc1 (stereo not drawn)
-5	CC(C)(C)[C@@H]1COC(=O)[C@H](Cc2ccc(F)cc2)C/C=C\C[C@@H](CC(=O)NCCO)C(=O)N1
-3	Cc1ccc(N(C)S(=O)(=O)c2cccc(C(=O)OCC(=O)N3CCCC(C)C3)c2)cc1 (stereo not drawn)
-3	CCc1nc2ccccc2c(C(=O)OCc2nc3ccccc3c(=O)[nH]2)c1C
-1	CC1CN(C(=O)C(C)OC(=O)c2ccc3ncsc3c2)CC(C)O1 (stereo not drawn)
1	O=C(NCC(c1ccc(F)cc1)N1CCOCC1)c1nn(-c2ccccc2)c(=O)c2ccccc12 (stereo not drawn)
0	N#Cc1ccc(C2=CC(=O)C[C@H](c3ccc4c(c3)OCO4)C2)cc1
-1	CC1CN(C(=O)COC(=O)/C=C/c2cccc([N+](=O)[O-])c2)CC(C)O1 (stereo not drawn)
-2	COc1ccc(CCNC(=O)c2cccc(-n3cnnn3)c2)cc1
-5	COC(=O)c1c(-c2ccc(OC)cc2)sc2ccc(-c3ccc4c(c3)OCO4)cc12
1	CN(Cc1ccccc1)C(=O)c1nc[nH]c1C(=O)N(C)Cc1ccccc1
-6	Cc1ccc(S(=O)(=O)N2[C@@H](c3ccccc3F)C(C(=O)O)=CC[C@H]2c2ccc(Cl)cc2)cc1
-3	COc1ccc(CCNC(=O)c2cccc(S(=O)(=O)NC(C)c3ccccc3)c2)cc1 (stereo not drawn)
15	O=C(COC(=O)/C=C/c1ccc(Cl)cc1)NC(=O)NCc1ccccc1
-2	O=C(Nc1ccccc1)C1CCCN(C(=O)c2ccc(F)cc2)C1 (stereo not drawn)
-2	COc1ccc(S(=O)(=O)N2CCCCCC2)cc1C(=O)NCc1cccs1
-2	CSc1ncccc1C(=O)Nc1ccccc1N1CCOCC1
-3	COc1cccc(CC(=O)Nc2ccc(S(=O)(=O)N3CCCCC3)cc2)c1
2	Cc1cc(C(=O)CN2C(=O)C(=O)N(CCC3=CCCCC3)C2=O)c(C)n1C
-3	Cc1noc(C)c1NC(=O)N(C)C[C@@H]1Oc2ccc(NC(=O)Cc3cn(C)c4ccccc34)cc2CC(=O)N([C@H](C)CO)C[C@@H]1C
-1	Cc1cc(C(=O)NNC(=O)C(C)(C)Oc2ccc(Cl)cc2)c(C)o1
1	COc1cccc(NS(=O)(=O)c2ccc(S(=O)(=O)N3CCCC3)cc2)c1
1	Cc1[nH]c2ccc(C(=O)N3CCC(C(N)=O)CC3)cc2c1C

6 entries from above, ordered by count of non-hydrogen atoms, low to high.
GSK3 alpha inh	compound
1	Cc1[nH]c2ccc(C(=O)N3CCC(C(N)=O)CC3)cc2c1C
-2	O=C(Nc1ccccc1)C1CCCN(C(=O)c2ccc(F)cc2)C1 (stereo not drawn)
-2	CCOc1cc(N2CCOCC2)c(OCC)cc1NC(=O)c1cnccn1
-3	COc1ccc(CCNC(=O)c2cccc(S(=O)(=O)NC(C)c3ccccc3)c2)cc1 (stereo not drawn)
-2	CC(=O)Nc1ccc(S(=O)(=O)NC(C)C(=O)NCC(c2ccco2)N2CCCCC2)cc1 (stereo not drawn)
1	O=C(NCC(c1ccc(F)cc1)N1CCOCC1)c1nn(-c2ccccc2)c(=O)c2ccccc12 (stereo not drawn)

Returning to the listing, repeating the 2 entries before the break.
GSK3 alpha inh	compound
1	COc1cccc(NS(=O)(=O)c2ccc(S(=O)(=O)N3CCCC3)cc2)c1
1	Cc1[nH]c2ccc(C(=O)N3CCC(C(N)=O)CC3)cc2c1C
-2	O=C(COc1ccc(F)cc1Br)NCC1(N2CCOCC2)CCCCC1
-2	COc1ccc([C@H]2CC(=O)C=C(c3cccc4c3Oc3ccccc3S4)C2)cc1
-1	COc1ccc(-c2oc(=O)c3cc(OC)c(OC)cc3c2C#CCCCO)cc1
0	O=C(C[C@@H]1C/C=C\C[C@H](Cc2ccc(F)cc2)C(=O)OCCNC1=O)N[C@H](CO)Cc1ccccc1
-3	COCCNc1oc(-c2ccccc2Cl)nc1S(=O)(=O)c1ccc(C)cc1
-2	CC(C)(C)[C@H]1COC(=O)[C@@H](Cc2ccc(F)cc2)C/C=C\C[C@@H](CC(=O)N[C@@H](CO)Cc2ccccc2)C(=O)N1
-1	O=C(NCCCn1ccnc1)c1ccc(-c2cccc(C(F)(F)F)c2)o1
4	O=C(COC(=O)COc1ccccc1)Nc1ccc(Br)cc1Br
-6	CCOc1cccc(C2C(C(=O)c3ccco3)=C(O)C(=O)N2c2nnc(C)s2)c1 (stereo not drawn)
2	CC(C)(C)OC(=O)C[C@@H]1C/C=C\C[C@@H](CC(=O)N(CCO)Cc2ccccc2)C(=O)NCCOC1=O
-2	Cc1ccc(NC(=O)CN2C(=O)NC(C)(C3CC3)C2=O)c(C)c1 (stereo not drawn)
14	CC(C)CCN1CCC(C)(NC(=O)c2ccccc2)C1=O (stereo not drawn)
0	NC(=O)C1CCN(c2nc(-c3cccs3)cs2)CC1
-2	CC1CC1C(=O)OCC(=O)NNC(=O)c1ccc([N+](=O)[O-])cc1 (stereo not drawn)
-1	O=C(Nc1ccc([N+](=O)[O-])cc1Cl)c1cc(Cl)ccc1O
-1	CC1Cc2ccccc2N1S(=O)(=O)c1cccc(C(=O)NCc2ccco2)c1 (stereo not drawn)
-1	CCN1C(=O)NC(c2ccccc2)C1=O (stereo not drawn)
11	O=C(NCC(c1ccco1)N1CCCC1)c1cccc(S(=O)(=O)N2CCOCC2)c1 (stereo not drawn)
-2	COC(=O)[C@]1(Cc2ccccc2)N[C@H](CN(C)S(=O)(=O)c2ccc(C)cc2)[C@@H]2C(=O)N(Cc3ccccc3)C(=O)[C@@H]21
1	O=C(COC(=O)c1cccc(Cl)c1)NCc1ccccc1
-3	CC(=O)c1ccc(N2CCN(C(=O)CN3C(=O)NC4(CCCCC4)C3=O)CC2)c(F)c1
-1	O=C(CN1C(=O)NC(Cc2c[nH]c3ccccc23)C1=O)NC1CCCCC1 (stereo not drawn)
-1	O=C(COC(=O)Cc1c(F)cccc1Cl)NC(=O)Nc1ccccc1F
-2	CC(=O)c1ccccc1NC(=O)c1ccc(OCc2c(C)noc2C)cc1
-3	COc1ccc(C(=O)OCc2cc(=O)n3ccsc3n2)cc1F
-1	CC(C(=O)N1CCCCC1)N(C)CC(=O)Nc1cccc(F)c1 (stereo not drawn)

An excerpt; rates above refer to the full screens.
